Assay outcomes: PubChem BioAssay, several laboratories
MrgX1 PAM – allosterically activates human MrgX1 receptor signaling | Q96LB2 | MrgX1-HEK293, Fluo-4 calcium flux, FDSS; stronger effect = higher value | B-score at 10 µM | 310,000 tested, 0.63% active | AID 588675;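 active = plate-corrected calcium response at least 3 library SD above typical, normal starting fluorescence, not activating the receptor alone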;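 also: compound read alongside a low EC10 to EC30 dose of BAM8-22 agonist; peak minus trough fluorescence over baseline measured at the second addition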
TRPC4 PAM – allosteric potentiators of mouse TRPC4 channel; HEK293 TRPC4beta/mu-opioid, DAMGO EC20, Fluo-4 Ca2+ flux; stronger effect = higher value; B-score at 10 µM; 310,000 tested, 0.42% active; AID 2227;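 active = B-score of calcium response area above 5 SD of library B-scores, with initial fluorescence ratio within 5 SD of library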;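 also: B-score of integrated fluorescence ratio over time as area under calcium response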
Target sequence (Q9QUQ5 whole entry, looked up): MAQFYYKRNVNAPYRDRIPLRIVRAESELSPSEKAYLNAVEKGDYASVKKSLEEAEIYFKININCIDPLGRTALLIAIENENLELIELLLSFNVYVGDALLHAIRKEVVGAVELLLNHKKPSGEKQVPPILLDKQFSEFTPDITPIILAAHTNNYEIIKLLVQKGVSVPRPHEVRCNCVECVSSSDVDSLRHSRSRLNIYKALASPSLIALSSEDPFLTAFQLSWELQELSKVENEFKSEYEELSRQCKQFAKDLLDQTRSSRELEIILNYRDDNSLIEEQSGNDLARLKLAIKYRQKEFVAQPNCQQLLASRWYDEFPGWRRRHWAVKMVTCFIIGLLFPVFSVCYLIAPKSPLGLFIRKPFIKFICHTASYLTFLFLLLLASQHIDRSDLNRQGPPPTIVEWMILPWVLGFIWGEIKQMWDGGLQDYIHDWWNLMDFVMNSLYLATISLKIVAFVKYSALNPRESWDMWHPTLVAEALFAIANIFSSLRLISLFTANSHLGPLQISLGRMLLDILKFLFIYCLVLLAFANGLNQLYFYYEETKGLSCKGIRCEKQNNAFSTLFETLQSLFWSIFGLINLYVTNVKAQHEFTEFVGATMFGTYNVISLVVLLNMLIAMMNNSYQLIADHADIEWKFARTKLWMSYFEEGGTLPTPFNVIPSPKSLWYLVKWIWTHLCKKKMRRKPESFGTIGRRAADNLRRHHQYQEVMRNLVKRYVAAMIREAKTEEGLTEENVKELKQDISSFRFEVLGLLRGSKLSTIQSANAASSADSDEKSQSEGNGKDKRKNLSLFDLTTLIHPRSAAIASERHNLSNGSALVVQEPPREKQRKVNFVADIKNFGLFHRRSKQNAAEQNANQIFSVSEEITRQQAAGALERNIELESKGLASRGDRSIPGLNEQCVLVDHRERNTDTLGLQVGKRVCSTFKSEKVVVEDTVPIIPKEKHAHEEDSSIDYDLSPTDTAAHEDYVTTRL
TRPC4 agonist – activators of mouse TRPC4 channel. Q9QUQ5. B-score at 10 µM. 310,000 tested, 0.49% active. HEK293 TRPC4beta/mu-opioid, Fluo4 calcium fluorescence; stronger effect = higher value;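 active = B-score above 5 SD of library B-scores, and initial fluorescence ratio not above library mean plus 5 SD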;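 also: positive B-score marks a calcium rise read as TRPC4 activation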
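System: HEK293 cells stably co-expressing mouse TRPC4beta and mu-opioid receptor; Schedule: Fluo4 dye loading 45 min at room temperature, 110 s recording; Detection: Fluo4 fluorescence, kinetic; Evaluation: B-scored integrated calcium fluorescence ratio; Controls: buffer (low) and maximal DAMGO (high).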
ANO1 activ – activates or potentiates the mouse TMEM16A chloride channel; Q8BHY3; HEK293 TMEM16A/YFP-H148Q/I152L, iodide quench fluorescence; stronger effect = lower value; B-score at 10 µM; 340,000 tested, 0.3% active;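 active = fluorescence-ratio B-score plate-corrected deviation score at least 3 library SD below zero, with starting fluorescence score within 5 deviations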;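 also: channel opened by trigger with iodide after compound preincubation; score built on the fluorescence ratio of max minus min over baseline; more negative score means more quench and so TMEM16A activation or potentiation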
SKKanGAS inh – inhibitors of SKKanGAS S. pyogenes growth in kanamycin (SK-promoter or general growth effect); BacTiter-Glo, 6 h; inhibition, % at 7.5 µM; 300,000 tested, 1.3% active;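 active = mean replicate score, as percent of positive control median, at least 50; inconclusive = mean below 50 but one replicate at or above 50; inactive = mean and every replicate below 50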;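 also: strain carries kanamycin resistance gene driven by streptokinase promoter and grows in 40 µg/ml kanamycin; loss of luminescence reflects streptokinase promoter inhibition or plain growth inhibition; 0% = median of DMSO wells and 100% = positive control at its reference dose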
TRPC6 act – activates the mouse TRPC6 cation channel. Q61143. 310,000 tested, 0.13% active. HEK293-TRPC6 membrane potential dye fluorescence; stronger effect = higher value. B-score at 10 µM;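 active = B-score of the integrated fluorescence ratio above library mean plus 3 SD, and starting fluorescence ratio within library mean plus 5 SD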;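 also: higher score means more depolarization so channel activation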
MrgX1 agonist – activates human MrgX1 receptor signaling | Q96LB2 | MrgX1-HEK293 cells, Fluo-4 calcium fluorescence, agonist mode; stronger effect = higher value | B-score at 10 µM | 310,000 tested, 0.44% active;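 active = calcium response B-score plate-corrected fluorescence ratio at least 3 library SD, with starting fluorescence B-score inside 5 SD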
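Material: MrgX1-expressing HEK293 cells / Dosing: compound as first of three additions / Incubation: overnight seeding, then 1 h dark dye loading / Signal: Fluo-4 NW calcium fluorescence / Evaluation: B-scored fluorescence response ratio / Benchmarks: positive and negative control wells on each plate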
MrgX1 antagonist – antagonists of human MrgX1 receptor. Q96LB2. MRGX1-HEK293 calcium flux, Fluo-4, BAM8-22 antagonism; stronger effect = lower value. B-score at 10 µM. 310,000 tested, 1.3% active. AID 588676;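 active = calcium-response B-score plate-corrected more than 3 library SD below zero, starting fluorescence within 5 deviations, no agonist response on first addition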;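 also: peak minus trough fluorescence over baseline after final BAM8-22 challenge near maximal dose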
TRPC6 inhibitor – blocks the mouse TRPC6 cation channel; AID 2553; B-score at 10 µM; HEK293-TRPC6, membrane potential dye, ACh-evoked depolarization; stronger effect = lower value; 310,000 tested, 1.1% active;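 active = B-score under library mean minus 3 SD, initial fluorescence not abnormally high, positive integrated signal ratio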;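 also: B-score derived from integrated fluorescence ratio over the kinetic read; more negative B-score means stronger inhibition of depolarization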
TMEM16A inh – mouse TMEM16A channel inhibition, primary screen; Q8BHY3; HEK293 TMEM16A/YFP iodide influx fluorescence, ionomycin; normalized B-score (activity score, 25-100; higher = stronger inhibition) at 10 µM; 310,000 tested, 1.2% active; AID 588511;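 active = ratio plate-corrected score three or more library SD toward inhibition, starting fluorescence score within five deviations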;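 also: score derived from kinetic fluorescence span divided by baseline fluorescence per well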
TRPC4 block – inhibitors of mouse TRPC4 channel. Q9QUQ5. HEK293 TRPC4beta/mu-opioid, DAMGO-evoked Fluo4 calcium flux; stronger effect = lower value. B-score at 10 µM. 300,000 tested, 0.39% active;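 active = B-score over 3 SD under the library average, no early fluorescence shift, positive overall ratio signal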
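material = TRPC4beta/mu-opioid receptor HEK293 cell line | probe or stimulus = sequential submaximal and maximal DAMGO stimulation | compound dosing = one concentration per compound | measured by = Fluo4 Ca2+ flux fluorescence | evaluation = integrated fluorescence ratio relative to baseline, converted to per-well B score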
The depositor's hits bear a star; i = inactive; ? = inconclusive; / = no result given.

SMILES	MrgX1 PAM	TRPC4 PAM	TRPC4 agonist	ANO1 activ	SKKanGAS inh	TRPC6 act	MrgX1 agonist	MrgX1 antagonist	TRPC6 inhibitor	TMEM16A inh	TRPC4 block
Cc1ccc(S(=O)(=O)NCCC(=O)N2CCCCCCC2)cc1	i	i	i	i	-1.5	i	i	i	i	i	i
Cc1cccc(N2CCN(C(=O)Cn3cnc4c3c(=O)n(C)c(=O)n4C)CC2)c1C	i	i	i	i	-0.5	i	i	i	i	i	i
Cc1ccc(NC(=O)c2cc(S(=O)(=O)N3CCCC3)cn2C)cc1C	i	i	i	i	-2.0	i	i	i	i	i	i
CC(C)(C)NC(=O)C(c1cccs1)N(C(=O)c1csnn1)c1cccc(F)c1 (stereo not given)	i	i	i	i	14.1	i	i	i	i	i	i
Cc1cc(C)cc(N=C2NC(=O)CS2)c1	i	i	i	i	-6.3	i	i	i	i	i	i
CSc1ncnc2c1cnn2-c1ccc(C)cc1C	i	i	i	i	-0.8	i	i	i	i	i	i
O=C(COC(=O)CNS(=O)(=O)c1c(Cl)cccc1Cl)Nc1ccccc1Sc1ccccc1	i	i	i	i	6.4	i	i	i	i	i	i
Brc1ccc(-c2nnc3n2-c2ccccc2CC3)cc1	i	i	i	i	-13.4	i	i	i	i	i	i
CC(OC(=O)c1ccc2c(=O)n3c(nc2c1)CCC3)C(=O)NC1CCCCC1C (stereo not given)	i	i	i	i	-6.6	i	i	i	i	i	i
COc1ccc2sc(NC(=O)CC(C)C)nc2c1	i	i	i	i	7.4	i	i	i	i	i	i
Cc1cccc(C)c1OCc1cc(C(=O)NC2CCC2)no1	i	i	i	i	-5.9	i	i	i	i	i	i
C/C(=N\NC(=O)CCCNc1ccccc1)c1ccncc1	i	i	i	i	3.5	i	i	i	i	i	i
Cc1ccc(C(=O)/C=C/c2cc(Br)cc(Br)c2O)o1	i	i	i	i	66.5*	i	i	-5.3*	i	i	i
COc1cc(OC)nc(NC(=O)NS(=O)(=O)c2ccc(OC(F)(F)F)cc2)n1	i	i	i	i	0.0	i	i	i	i	i	i
Cc1ccc2cn[nH]c2c1[N+](=O)[O-]	i	i	i	i	-9.4	i	i	i	i	i	i
COC(=O)C1CCN(C(=O)/C(C)=C\c2ccccc2)CC1	i	i	i	i	-6.0	i	i	i	i	i	i
CCOc1ccc(N(CC(=O)NCc2ccc(C)cc2)S(=O)(=O)c2c(C)[nH]c(=O)[nH]c2=O)cc1	i	i	i	i	58.8*	i	i	i	i	i	i
Cc1ccccc1S(=O)(=O)Cc1ccc(C(=O)NCCCN2CCC(C)CC2)o1	i	i	i	i	-0.5	i	i	i	i	i	i
O=S(=O)(c1ccccc1)c1cnc(-c2cccnc2)nc1-c1ccccc1	i	i	i	i	-5.9	i	i	i	i	i	i
Cc1nn(C)cc1CN1CCCC(C(=O)c2ccc(-c3ccccc3)cc2)C1 (stereo not given)	i	i	i	i	-4.5	i	i	i	i	i	i
CCOC(=O)C1(CCc2ccccc2)CCN(Cc2ccc(OC)cc2)CC1	i	i	119*	i	-8.6	i	i	i	i	25*	i
COc1ccc(N(CC(=O)Nc2cc(C)ccc2C)S(=O)(=O)c2c(C)nn(C)c2C)cc1	i	i	i	i	-1.8	i	i	i	i	i	i
CCN(CC)C(=O)c1[nH]cnc1C(=O)N[C@@H](CC(C)C)C(=O)OC(C)(C)C	i	i	i	i	-1.4	i	i	i	i	i	i
CC(C)[C@H]1COC(NC2=N[C@@H](C(C)C)CO2)=N1	i	i	i	i	-3.2	i	i	i	i	i	i
O=C(NN=C1CCCC1)c1n[nH]c2c1CCCC2	i	i	i	i	-0.9	i	i	i	i	i	i
The results go on.
SMILES	MrgX1 PAM	TRPC4 PAM	TRPC4 agonist	ANO1 activ	SKKanGAS inh	TRPC6 act	MrgX1 agonist	MrgX1 antagonist	TRPC6 inhibitor	TMEM16A inh	TRPC4 block
O=C(Nc1c2c(nn1-c1cccc(Cl)c1)CS(=O)(=O)C2)c1ccc2c(c1)OCO2	i	i	i	i	-5.5	i	i	i	i	i	i
CCN(CC)S(=O)(=O)c1ccc(N=NC2=C(O)CCCC2=O)cc1	i	i	i	i	-3.0	i	i	i	i	i	i
CCN(C#N)c1nc(NC(C)C)nc(NC(C)C)n1	i	i	i	i	-11.0	i	i	i	i	i	/
CCNC(=O)CCc1nc(-c2ccc(C)cc2)no1	i	i	i	i	1.8	i	i	i	i	i	i
CC(C)(C)OC(=O)NC(Cc1ccccc1)C(=O)N1CCCC1C(=O)O (stereo not given)	i	i	i	i	0.9	i	i	i	i	i	i
O=C(NCC1CC1)[C@@H]1C[C@H]1[C@@H](NP(=O)(c1ccccc1)c1ccccc1)c1ccccc1	i	i	i	i	4.5	i	i	i	i	i	i
CCOc1ccc(-c2nnc(-c3cccs3)o2)cc1OCC	i	i	i	i	-11.9	i	i	i	i	i	i
COc1cccc2[nH]c3c(=O)n(CCCN4CCOCC4)cnc3c12	i	i	i	i	-3.7	i	i	i	i	i	i
O=c1nc2n(c3ccc(Br)cc13)CCS2	i	i	i	i	?	i	i	i	i	i	i
O=S1(=O)N=C2CCCCCN2C(c2ccccc2)N1 (stereo not given)	i	i	i	i	-1.2	i	i	-4.62*	i	i	i
O=C(CSc1nccc(-c2cccs2)n1)Nc1ccc(Cl)cc1	i	i	i	i	17.7	i	i	i	i	i	i
COc1ccccc1-n1cc(CN2CCN(C3CCCC3)C(CCO)C2)cn1 (stereo not given)	i	i	i	i	1.2	i	i	i	-5.17*	i	i
CCn1c(/C=C/c2c(C)n(CC)c3ccccc23)nc2ccccc2c1=O	i	i	i	i	-0.5	i	i	i	i	i	i
OCC1(Cc2ccc(F)cc2)CCCN(CCc2ccccc2)C1 (stereo not given)	i	i	i	i	-3.1	i	i	i	i	i	i
CC(=O)c1ccc(NC(=O)C(C)N(C)CC(=O)Nc2cccc(F)c2)cc1 (stereo not given)	i	i	i	i	/	i	i	i	i	i	i
COc1ccc(S(=O)(=O)Cc2ccc(C(=O)NCCCN3CCc4ccccc4C3)o2)cc1	i	i	i	i	-13.3	i	i	i	i	i	i
CCCCSc1nnc(-c2ccc(NC(=O)CC)cc2)n1C	i	i	i	i	-4.8	i	i	i	i	i	i
CC(C)C1NC(=S)N(Cc2ccccc2)C1=O (stereo not given)	i	i	i	i	4.6	i	i	i	i	i	i
Cc1nc2sccn2c(=O)c1S(=O)(=O)N1CCN(c2ccc(F)cc2)CC1	i	i	i	i	-0.3	i	i	i	i	i	i
O=C(CCn1c(=O)sc2ccccc21)NCCC1=CCCCC1	i	i	i	i	-2.6	i	i	i	i	i	i
Cc1nnc(SCC(=O)N(C)CC(=O)Nc2ccc(F)cc2)n1Cc1ccccc1	i	i	i	i	-0.8	i	i	i	i	i	i
C[C@]12C=CC(=O)C=C1CC[C@@H]1[C@@H]2[C@@H](O)C[C@@]2(C)[C@H]1CC[C@]2(O)C(=O)COC(=O)CCC(=O)O	i	i	i	i	0.3	i	i	i	i	i	i
CCc1nnc(NC(=O)CSc2nc3[nH]ncc3c(=O)[nH]2)s1	i	i	i	i	-15.6	i	i	i	i	i	i
CN(C)/C=C(\C=O)c1cccc(Cl)c1	i	i	i	i	3.2	i	i	i	i	i	i
CC1C(=O)C(C)C(c2cc(Cl)ccc2O)NC1c1cc(Cl)ccc1O (stereo not given)	i	i	i	i	74.1*	i	i	i	i	i	i
(further entries)
SMILES	MrgX1 PAM	TRPC4 PAM	TRPC4 agonist	ANO1 activ	SKKanGAS inh	TRPC6 act	MrgX1 agonist	MrgX1 antagonist	TRPC6 inhibitor	TMEM16A inh	TRPC4 block
Cc1c(NC(=O)/C(C#N)=C/c2c(Oc3ccccc3)nc3ccccn3c2=O)c(=O)n(-c2ccccc2)n1C	i	i	i	i	-2.7	i	i	i	i	i	i
C=CCOc1ccc(C2=NOC(C(=O)Nc3ccc4c(c3)OCCO4)C2)cc1 (stereo not given)	i	i	i	i	0.0	i	i	i	i	i	i
Cc1nnc(SCC(=O)NNC(=O)COc2ccc(Cl)cc2)n1C	i	i	i	i	-2.6	i	i	i	i	i	i
Cc1ccc2c(c1)C(c1ccncc1)=NNC(c1ccccc1)=N2	i	i	i	i	-6.9	i	i	i	i	i	i
NC(=O)c1sc2nc3c(c(-c4ccccc4)c2c1N)CCC3	i	i	i	i	6.2	i	i	i	i	i	i
Cc1ccc(-c2nnc(SCC(=O)NNC(=O)COc3cccc(C)c3)n2C)cc1	i	i	i	i	7.6	i	i	i	i	i	i
Cn1c(OCc2ccco2)nc2c1c(=O)n(Cc1ccc(Cl)c(Cl)c1)c(=O)n2C	i	i	i	i	1.8	i	i	i	i	i	i
O=Cc1sc(=O)n(Cc2cccc(C(=O)O)c2)c1Cl	i	i	i	i	-3.7	i	i	i	i	i	i
Cn1c2c(c(=O)n(C)c1=O)C(NC(=O)C(C)(C)C)(C(F)(F)F)C(=O)N2 (stereo not given)	i	i	i	i	-3.0	i	i	i	i	i	i
Cc1cc2nc(-c3ccc[nH]c3=O)n(Cc3ccccc3F)c2cc1C	i	i	i	i	2.3	i	i	i	i	i	i
CCc1ccc(NC(=O)/C(C#N)=C/c2ccncc2)cc1	i	i	i	i	0.8	i	i	i	i	i	i
CC1(C)N=C(/C=N/O)CN1O	i	i	i	i	4.9	i	i	i	i	i	i
COc1ccc(CNS(=O)(=O)c2c(C)[nH]c(C)c2C(=O)N2CCCC2)cc1	i	i	i	i	1.9	i	i	i	i	i	i
CCOCCCNC(=O)C1CCCCN1S(=O)(=O)c1ccc(F)cc1 (stereo not given)	i	i	i	i	-0.2	i	i	i	i	i	i
O=Cc1ccc(Oc2nc(Cl)ncc2F)cc1	i	i	i	i	5.2	i	i	i	i	i	i
Cc1c(Cl)ccc2sc(NC(=O)CN3C(=O)c4ccccc4C3=O)nc12	i	i	i	i	-5.6	i	i	i	i	i	i
O=[N+]([O-])c1cc(-c2nnc(-c3ccccc3)o2)ccc1Oc1ccc(Cl)cc1	i	i	i	i	-0.3	i	i	i	i	i	i
Cc1ccc(-n2ncc(C(=O)NCC3CCN(C4CCCC4)C3)c2C2CCN(C(=O)OC(C)(C)C)CC2)cc1C (stereo not given)	i	i	i	i	5.1	i	i	i	i	i	i
